3CLpro inhibitor: SARS-CoV 3CLpro protease inhibitors, primary screen, biochemical, quenched FRET; Replicase polyprotein 1ab (Severe acute respiratory syndrome coronavirus), P0C6X7; recombinant SARS-CoV 3CLpro, quenched FRET peptide cleavage; inhibition, % at 6 µM; 290,000 compounds, 0.14% hits; AID 1706, 2009; in the data active = inhibition above about 12%
Vc quorum ag: inducers of Vibrio cholerae quorum light production without autoinducers, primary screen, BH1578 luxS cqsA deficient, single point; 350,000 compounds, 0.16% hits; V. cholerae BH1578 lux reporter, luminescence, 6 h; activation, % at 18.7 µM; in the data active = activation mostly above about 9.7%, no sharp cut-off; note: not every result past the cut was called active; inactives centre near 0; reference of the scale not given here
TcdB GH inh: TcdB glycohydrolase inhibitors, primary screen, biochemical, single point, plate reader; Toxin B (Clostridioides difficile), P18177; AID 652162, 2013; inhibition, % at 9.99 µM; TcdB glycohydrolase enzymatic assay; 350,000 compounds, 0.24% hits; in the data active = inhibition above about 10%
PfHsp40 rescue: rescue of yeast from PfHsp40 toxicity, primary screen, S. cerevisiae, ATP luminescence; growth rescue, % at 12.5 µM; S. cerevisiae expressing PfHsp40, growth rescue; 340,000 compounds, 0.68% hits; AID 504582, 2011; in the data active = growth rescue above about 28%, passing the limit was not always enough;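 note: yeast W303a lacking pdr1 and pdr3 grown in galactose medium; growth measured after three days at 30 °C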
DUSP3 inh: VHR1 phosphatase inhibitors, primary screen, biochemical, absorbance, uHTS; Dual specificity protein phosphatase 3 (Homo sapiens), P51452; recombinant VHR phosphatase, pNPP absorbance; inhibition, % at 13.3 µM; 290,000 compounds, 0.52% hits; in the data active = inhibition above about 50%; note: some compounds called inactive have numbers as strong as hits
Target sequence (P51452 whole entry, looked up): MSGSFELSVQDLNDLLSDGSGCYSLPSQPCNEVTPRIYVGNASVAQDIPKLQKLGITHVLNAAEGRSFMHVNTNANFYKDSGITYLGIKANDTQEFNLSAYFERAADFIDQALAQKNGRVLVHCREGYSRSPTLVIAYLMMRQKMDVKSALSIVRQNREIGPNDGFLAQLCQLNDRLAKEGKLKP
Yp Topo-I inh: Yersinia pestis topoisomerase I inhibitors, primary screen, biochemical, cleavage product accumulation, plate reader, single point; DNA topoisomerase I (Yersinia pestis CO92); Y. pestis Topo-I cleavage product accumulation; activity, % at 10 µM; 360,000 compounds, 0.064% hits; in the data active = activity above about 50%, passing the limit was not always enough; note: inactives centre near 2
BoNT A protease: BoNT/A light chain protease inhibitors, primary screen, biochemical, flow cytometry, MLPCN library | Botulinum neurotoxin type A light chain protease (Clostridium botulinum A str. ATCC 3502) | multiplex microsphere protease substrate cleavage | inhibition, % at 10 µM | 360,000 compounds, 0.17% hits; note: plate controls were buffer without enzyme for full effect and enzyme alone for no effect
PriA SSB inh: inhibitors of Klebsiella pneumoniae PriA binding to SSB C-terminal tail, primary screen, biochemical, AlphaScreen; AID 1272365, 2023; inhibition, % at 33 µM; 430,000 compounds, 0.6% hits; AlphaScreen SSBct-PriA binding, biotinylated peptide; PriA–SSB C-terminal tail interaction (Klebsiella pneumoniae); in the data active = inhibition mostly above about 37%, no sharp cut-off; inactive = mostly below about 20%;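 note: plate controls were negative control peptide for no effect and reference peptide for full effect; strong numbers were not always called active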
CCHF vOTU inh: CCHFV vOTU protease inhibitors, primary screen, biochemical, Pep-AMC substrate, fluorescence | inhibition, % at 11.5 µM | 370,000 compounds, 0.55% hits; in the data active = inhibition above about 30%; note: 0% = vehicle wells with enzyme and 100% = no enzyme wells
Anthrax LF inh2: Bacillus anthracis LF protease inhibitors, primary screen, biochemical, multiplex microsphere, MLPCN library | inhibition, % at 10 µM | AID 588501, 2011 | multiplex microsphere protease cleavage assay | 360,000 compounds, 0.12% hits | Lethal factor (Bacillus anthracis), P15917; note: plate controls were buffer without enzyme for full effect and enzyme alone for no effect
Target sequence (P15917 whole entry, looked up): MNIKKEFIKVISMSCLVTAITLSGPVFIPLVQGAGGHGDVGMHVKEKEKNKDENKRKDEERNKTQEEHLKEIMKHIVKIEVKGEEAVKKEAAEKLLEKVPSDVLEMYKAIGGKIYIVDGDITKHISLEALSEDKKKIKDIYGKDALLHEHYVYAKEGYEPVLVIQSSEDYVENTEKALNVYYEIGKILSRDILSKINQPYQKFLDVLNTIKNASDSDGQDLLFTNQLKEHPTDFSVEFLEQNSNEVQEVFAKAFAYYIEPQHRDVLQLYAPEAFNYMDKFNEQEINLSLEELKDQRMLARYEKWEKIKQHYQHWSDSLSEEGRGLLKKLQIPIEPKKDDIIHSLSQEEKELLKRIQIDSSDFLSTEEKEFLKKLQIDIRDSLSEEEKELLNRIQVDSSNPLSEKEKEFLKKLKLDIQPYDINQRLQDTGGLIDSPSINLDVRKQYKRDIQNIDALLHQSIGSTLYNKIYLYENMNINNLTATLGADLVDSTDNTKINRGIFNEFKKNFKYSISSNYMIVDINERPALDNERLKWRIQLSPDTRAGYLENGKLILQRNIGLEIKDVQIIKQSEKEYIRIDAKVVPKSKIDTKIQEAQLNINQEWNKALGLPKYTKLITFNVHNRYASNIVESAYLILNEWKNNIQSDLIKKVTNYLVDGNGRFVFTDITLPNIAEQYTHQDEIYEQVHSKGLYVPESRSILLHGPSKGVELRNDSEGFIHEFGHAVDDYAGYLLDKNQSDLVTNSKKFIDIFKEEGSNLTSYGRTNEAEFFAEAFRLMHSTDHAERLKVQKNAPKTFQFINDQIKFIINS
An asterisk follows results filed as active; i = inactive; / = not tested or not shown. Cut-off read from the data, not from the text of the source, unless noted: active = inhibition above about 30%; inconclusive = no clear call, values can overlap the other calls; inactive = below that.

SMILES	3CLpro inhibitor	Vc quorum ag	TcdB GH inh	PfHsp40 rescue	DUSP3 inh	Yp Topo-I inh	BoNT A protease	PriA SSB inh	CCHF vOTU inh	Anthrax LF inh2
O=C(NCc1cccs1)c1cc2c(s1)CCCC2	-1	i	/	3.6	-1	11	-0.5	-17	15	0
O=[N+]([O-])c1cc(C(F)(F)F)ccc1NCCCCNS(=O)(=O)c1ccc(Cl)cc1	7	-0.4	-2.3	2.3	-4	-11	-0.4	-3	11	-1
CCS(=O)(=O)NC(=O)C1(C)CCN1C(=O)Cc1ccc(Cl)cc1Cl (stereo unspecified)	/	i	1.5	/	/	1	-0.5	/	4	-10
N#Cc1c2c(c(NCCOCCO)n3c1nc1ccccc13)CCCC2	0	-0.3	1.3	-1.0	9	6	-2.9	0	-9	4
COCCCNC(=O)[C@@H](Cc1ccccc1)NC(=O)CC[C@H]1O[C@@H](n2ccc(=O)[nH]c2=O)[C@H](O)[C@@H]1O	/	/	1.2	/	/	/	-1.1	/	-1	4
CC(=O)Nc1cccc(-n2nnc(SCC(=O)c3ccccc3)n2)c1	-1	0.6	2.3	-0.7	17	-3	-6.4	-10	-7	-5
O=C(NCCCOc1cccc(CN2CCCCC2)c1)c1ccc(Cl)c(Cl)c1	-1	-0.6	/	-2.2	-14	4	-0.8	18	-3	-5
CS(=O)(=O)NCc1nnc(SCc2ccccc2C(F)(F)F)o1	1	-1.2	/	0.4	-4	3	-1.3	2	0	-7
Cc1ccc(CNC(=O)CCc2nnc3ccc(NCCCN4CCCC4=O)nn23)cc1	-1	-0.4	1.3	0.2	21	-4	-0.8	-5	11	-1
Cc1csc2ncc(C(=O)Nc3ccccc3F)c(=O)n12	/	-0.3	0.7	-0.1	16	-5	-0.4	-13	-1	-3
CC(C)C(=O)Nc1cccc(NC(=O)c2cccnc2)c1	0	-0.2	/	-1.0	32	0	-0.6	-6	-7	0
COc1cccc(C(=O)c2ccccc2C(=O)O)c1	/	/	-1.6	/	/	/	0.3	/	-10	1
Cc1ccc(S(=O)(=O)N2CCN(S(=O)(=O)N3CCC(C)CC3)CC2)cc1C	0	-0.5	0.4	-0.4	22	5	0.6	5	5	-2
O=[N+]([O-])c1ccc(-c2ccc(S(=O)(=O)NCCN3CCCC3)cc2)cc1	-4	-1.5	1.1	-0.2	11	-20	-0.1	2	-1	-1
Cc1nnc(NC(=O)CSc2nccn2Cc2ccccc2)s1	2	-0.3	-0.6	-1.6	18	7	-1.7	-12	3	1
COCCNC(=O)CSc1ccccc1C(=O)NC1CCSc2ccccc21 (stereo unspecified)	3	1.0	1.0	0.4	18	5	-3.1	-13	8	1
COc1ccc(Cl)cc1NS(=O)(=O)c1ccc(OC)c(OC)c1	-1	i	1.7	-0.5	-12	6	-0.5	-7	-2	0
O=C(CCN1C(=O)c2ccccc2C1=O)Nc1ccc(-c2nc3ccccc3o2)cc1	0	0.7	/	-0.4	-15	0	0.6	1	6	3
O=C1CC(NN2CCCCC2)C(=O)N1c1ccccc1 (stereo unspecified)	2	1.6	0.8	0.8	4	-1	-0.4	-8	0	-5
COc1ccc(C(=O)NC(C)Cn2nc(C)cc2C)cc1OC1CCN(C(C)=O)CC1 (stereo unspecified)	-3	i	0.3	-0.4	30	-5	1.0	1	-2	2
COc1ccc(NC(=O)c2sc(SC)nc2N)cc1	-2	i	0.8	-0.2	15	-1	2.9	1	-10	5
S=c1[nH]nc(-c2ccco2)n1/N=C/C=C/c1ccccc1	-1	/	/	0.1	17	-8	3.1	/	6	0
CCOc1ccc(-n2c(C)c(C(C)=O)c3cc(OC(C)=O)ccc32)cc1	0	1.6	0.0	0.1	-46	47	-7.2	-4	-2	-6
O=C(COC(=O)C1CC2C=CC1C2)NCc1ccc(F)cc1 (stereo unspecified)	1	-0.3	/	-1.5	-11	6	-0.3	1	6	-4
O=C1C(Cl)=C(N2CCCCCC2)C(=O)N1c1ccc(Cl)cc1	3	i	1.4	-1.0	22	21	-3.1	-73	2	-13

Complete entries, quoted from the list. Order of screens: 3CLpro inhibitor, Vc quorum ag, TcdB GH inh, PfHsp40 rescue, DUSP3 inh, Yp Topo-I inh, BoNT A protease, PriA SSB inh, CCHF vOTU inh, Anthrax LF inh2
O=C(CCN1C(=O)c2ccccc2C1=O)Nc1ccc(-c2nc3ccccc3o2)cc1 is entered as 0, 0.7, /, -0.4, -15, 0, 0.6, 1, 6, 3
COCCNC(=O)CSc1ccccc1C(=O)NC1CCSc2ccccc21 (stereo unspecified) is entered as 3, 1.0, 1.0, 0.4, 18, 5, -3.1, -13, 8, 1
Cc1ccc(S(=O)(=O)N2CCN(S(=O)(=O)N3CCC(C)CC3)CC2)cc1C is entered as 0, -0.5, 0.4, -0.4, 22, 5, 0.6, 5, 5, -2
O=C(NCc1cccs1)c1cc2c(s1)CCCC2 is entered as -1, i, /, 3.6, -1, 11, -0.5, -17, 15, 0

The listing continues:
SMILES	3CLpro inhibitor	Vc quorum ag	TcdB GH inh	PfHsp40 rescue	DUSP3 inh	Yp Topo-I inh	BoNT A protease	PriA SSB inh	CCHF vOTU inh	Anthrax LF inh2
CC(C)c1ccccc1NC(=O)COC(=O)C1(C)CC1(Cl)Cl (stereo unspecified)	-1	i	2.3	1.1	23	13	-0.2	-13	1	-4
COc1ccc(CNC(=O)CCN2C(=O)c3ccccc3S2(=O)=O)cc1	/	i	0.3	-0.2	/	2	-0.4	0	-8	-2
O=C(COc1ccccc1)Nc1ccccc1Cl	5	/	-5.9	-1.1	34	1	0.5	-22	5	0
O=C(NNC(=O)c1ccc(Cl)s1)c1csc(N2CCOCC2)n1	/	i	1.9	2.9	/	5	-6.0	-2	10	-2
O=C(COc1ccccc1/C=C\c1[nH]c(=O)[nH]c(=O)c1[N+](=O)[O-])Nc1ccccc1	3	i	0.7	0.2	8	13	0.0	-7	25	-2
CCOc1ccc(NS(=O)(=O)c2ccc(C(=O)NCC(c3ccc(OC)cc3)N3CCCC3)cc2)cc1 (stereo unspecified)	/	i	0.5	0.2	/	-15	-12	17	-10	-8
Cc1[nH]c(=O)[nH]c(=O)c1/C=N/NC(=O)CCNC(=O)OC(C)(C)C	1	-0.3	0.5	13	12	2	-0.2	/	4	2
Cc1nnc2c(NCC(C)c3ccccc3)nc3ccccc3n12 (stereo unspecified)	4	1.3	0.5	0.2	-16	10	0.7	-5	14	1
Cc1c(C(=O)NNC(=S)Nc2ccc(S(N)(=O)=O)cc2)oc2ccccc12	-3	-0.3	1.5	1.3	18	-6	-2.9	7	8	0
COC(=O)c1cc(NS(=O)(=O)c2ccc(C(C)C)cc2)ccc1N1CCOCC1	7	-0.4	0.9	-0.6	4	11	0.6	-5	-1	21
O=C(COC(=O)c1ccc(NS(=O)(=O)c2ccc3c(c2)OCCO3)cc1)NCC1CCCO1 (stereo unspecified)	0	i	/	-0.3	6	0	0.0	-14	-8	3
CCn1nnnc1-c1ccc(OC)c(S(=O)(=O)Nc2ccc(C(=O)OC)cc2)c1	1	5.9	-0.4	0.3	8	3	0.5	2	11	2
Nc1ccc(C(=O)N2CCN(S(=O)(=O)/C=C/c3ccccc3)CC2)cc1[N+](=O)[O-]	/	-0.3	1.2	-0.9	/	5	0.2	-3	0	0
CC1CCCC(C)N1/N=C/c1ccc(C(=O)O)cc1 (stereo unspecified)	-3	-0.4	0.6	1.6	8	-6	-1.7	i	-6	-2
Cc1ccccc1C(=O)NCC(=O)c1ccccc1	/	i	0.4	/	/	-2	-0.7	-17	-4	0
Nc1ccn(C2OC(CCl)C(O)C2O)c(=O)n1 (stereo unspecified)	/	5.9	4.6	/	/	7	-0.6	/	4	-6
CC(C)C[C@@H](CNCC(=O)[C@H](Cc1ccccc1)NC(=O)c1[nH]cnc1C(=O)N[C@H](CN)CC(C)C)NC(=O)c1nc[nH]c1C(=O)N[C@@H](CC(=O)O)C(=O)O	/	-0.4	1.0	-0.4	/	22	-0.1	11	22	3
CCCS(=O)(=O)NCCc1csc(-c2ccc(OC)c(OC)c2)n1	-2	0.4	-1.7	-1.0	21	16	-9.2	-12	-14	-4
Cc1cc(C)cc(NC(=O)NC2CCN(CC(=O)Nc3cccc(Cl)c3C)CC2)c1	-3	-0.1	1.3	-1.3	15	5	0.3	-7	-9	0
CCN1CCN(Cc2c(O)ccc3c2O/C(=C\C=C\c2ccccc2)C3=O)CC1	-2	-0.3	0.4	-1.5	10	19	35*	-1	11	12
COc1cccc(-c2nc(NCc3cccnc3)c3ccccc3n2)c1O	5	-1.6	0.9	-0.4	16	-3	-1.6	-1	-4	-7
O=C(NCCCN1CCCCCC1)C1CCCN(S(=O)(=O)c2cccc3nsnc23)C1 (stereo unspecified)	-3	-0.5	0.4	-0.4	33	3	2.0	0	-3	-4
N#CCC(=O)NNC(=S)NC(=O)C(c1ccccc1)c1ccccc1	-1	-0.5	-1.0	21	24	-5	-1.2	4	6	-4
COCCOC(=O)C1=C(C)NC(=O)NC1c1ccco1 (stereo unspecified)	-2	0.9	2.4	/	1	-3	-0.5	-7	-11	3
CCOC(=O)c1cc[nH]c1C	7	0.7	0.9	0.0	6	-7	-0.1	-3	-1	-1
The results go on:
SMILES	3CLpro inhibitor	Vc quorum ag	TcdB GH inh	PfHsp40 rescue	DUSP3 inh	Yp Topo-I inh	BoNT A protease	PriA SSB inh	CCHF vOTU inh	Anthrax LF inh2
COc1ccc(CC(=O)Nc2ccc3c(c2)C(=O)N(CCC(=O)O)C3=O)cc1	-1	-0.3	1.5	-1.1	0	0	2.1	-7	8	-1
COc1ccc(CCN2CC(C(=O)O)CC2=O)cc1OC (stereo unspecified)	-6	/	/	-0.2	27	-7	1.7	-10	1	-4
COCCNC(=O)C1(C)CCCN(C(=O)c2ccc3c(c2)CCO3)C1 (stereo unspecified)	/	0.4	1.4	/	/	6	-0.3	/	17	-3
COc1ccc(NC(=O)Nc2nnc(-c3ccccc3SCc3ccccc3)s2)cc1	-3	i	/	-0.8	22	-5	0.9	-13	8	1
CCn1c(CNC(=O)c2ccccc2F)cc2cc(C)ccc21	2	i	0.5	-0.8	13	4	0.1	-2	2	14
CCc1ccc2oc(-c3cc(N)ccc3O)nc2c1	1	-4.2	/	-0.4	31	-15	0.2	20	1	-2
CCS(=O)(=O)Nc1ccc(Cc2ccncc2)cc1	2	-2.0	/	-0.6	-26	-4	-0.7	-7	9	-1
O/N=C(/c1ccccc1)c1cc2cc(Br)cc(Br)c2o1	0	i	0.6	-0.8	7	5	0.2	/	2	30*
Cc1cccc(N(CC(=O)NC(C)(C)C)C(=O)CS(=O)CC(=O)Nc2ccc3c(c2)OCO3)c1 (stereo unspecified)	4	0.9	-0.3	-0.4	-5	3	0.4	-12	11	-6
CCOC(=O)c1ccc(N2C(=O)CC(NNC(=O)c3ccc(Br)s3)C2=O)cc1 (stereo unspecified)	2	-0.3	2.5	/	22	-3	-6.0	-4	15	-3
O=S1(=O)CC(O)C(Nc2ccccc2)C1 (stereo unspecified)	-2	-3.2	/	-0.4	1	-14	2.0	-4	-1	-1
O=C(N/N=C/c1ccccc1Cl)c1[nH]c2ccc(Br)cc2c1-c1ccccc1	-6	i	0.1	3.3	-1	6	-0.6	i	-10	1
Fc1cccc(Cl)c1Cn1ncc2ccccc21	2	-1.0	1.1	-0.7	53*	-4	-1.5	-20	2	-3
O=C(c1ccc(-c2ccccc2)cc1)N1CCN(c2ccccc2F)CC1	0	i	1.7	12	14	14	-1.3	-27	4	-11
COc1ccc2c3c(cccc13)C(=O)N(O)C2=O	-2	-0.7	1.7	12	-11	1	0.7	-13	-6	0

Some of the compounds tested; count on the stated rates, not on these rows.
